Fluorescein autfl: fluorescein region autofluorescence; AID 593; max fluorescein-equivalent concentration, M; hit rate 0.91% among 59,000; Compound autofluorescence, 480/540 nm, fluorescein-equivalent; stronger effect = higher value; in the data active means max fluorescein-equivalent concentration above about 10 nM; inconclusive means between about 1.1 nM and that limit
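Read-out is intrinsic compound fluorescence at 480/540 nm (excitation/emission), expressed as dye-equivalent concentration using a fluorescein standard series run on every plate. Compounds sat 15 min at room temperature in 100 mM Tris, pH 8.0.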
HBB splicing: alters splicing of the hemoglobin beta chain. HBB splicing reporter cell assay, activation; EGFP reporter with mutant IVS2-654 intron; response scale: normalised to 500 nM splice-correcting PNA. Potency, µM (doses to about 46.1 µM), without a hit: top-dose activation, actives largely listed as activators. hit rate 0.06% among 65,000. AID 925; further: potency means the concentration at half of the fitted maximal effect; 0% is about no effect
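Compounds were applied for 2 days to HeLa EGFP-654 cells, 500/well in Optimem with 2% FCS. The reporter's EGFP is disrupted by mis-splicing of beta-globin intron IVS2-654. Readout: summed well GFP fluorescence from 488 nm laser scanning; reference was 500 nM antisense […] 654 PNA.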
ERK AVP inh: vasopressin-driven ERK pathway inhibition. HEK293-V1b, vasopressin-stimulated pERK AlphaScreen. Potency, µM (titrated, usually from 57.5 µM), for inactives: at the highest dose activity, negative = inhibition, most hits filed as inhibitors. hit rate 0.99% among 72,000. AID 995; further: potency means the concentration at half of the fitted maximal effect; on the % scale 0 is the no-effect control and ±100 the full control effect; nearly all actives have a fitted effect of over 55% in size
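Phosphorylated ERK1/2 detected via AlphaScreen bead proximity in lysates of V1b-expressing HEK293 cells given 25 nM vasopressin for 5 min after 30 min compound exposure (37 °C). AC50 from Hill equation; basal DMSO 0%, vasopressin 100%.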
UbGFP stabilizer: inhibits proteasome, raising ubiquitin-GFP reporter fluorescence; Ubiquitin-GFP reporter cells, proteasome inhibition, GFP fluorescence; response scale: untreated = 0%, 10 µM MG-132 = 100%; Potency, µM (top dose mostly 45.9 µM), inactives show at the highest dose activation (GFP accumulation), usual class: activators; 67,000 tested, under 10 active; active means well fitted activation curve with a large enough effect, not every such curve was filed as active; inconclusive means small, poorly fitted or top-dose-only effect, or another doubt; inactive means no such curve, though single readings can be large or run the other way; further: potency means the concentration at half of the fitted maximal effect
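GFP accumulation read-out: laser plate cytometry counting ubiquitin(G76V)-GFP-expressing U2OS cells after 4 hr compound exposure at 37 °C. Titrations spanned 46 uM to 2.9 nM; 0% = basal, 100% = 10 uM MG-132; concentration-response curves fitted.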
GFP derepression: epigenetic GFP locus derepression in mouse cells; hit rate 0.09% among 68,000; mouse C127i GFP locus derepression, cytometry, 30 h; Potency, µM (series often up to 46.1 µM), for the others: top-dose GFP derepression (activation); further: % of control where 0% means no effect
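Locus derepression in mouse mammary C127i cells whose integrated CMV-GFP reporter is normally silent; GFP expression after 30 h compound treatment was quantified by counting fluorescent cells.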
CRE Fsk mod: modulators of forskolin-stimulated CRE signaling in CHO cells | CHO CRE-bla reporter (cAMP response element driving beta-lactamase), forskolin EC10, beta-lactamase ratio | Potency, µM (top dose mostly 38.2 µM), for inactives: at the highest dose activity change, negative = inhibition, usual class: activators | hit rate 2.5% among 71,000 | AID 662; active means well fitted activation curve with a large enough effect in the signal ratio, with a control signal flat, not every such curve was filed as active; inconclusive means small, poorly fitted or top-dose-only effect, or effect the other way, or a change in a side signal; the % refers to the signal ratio; further: potency means the concentration at half of the fitted maximal effect; % of control where 0% means no effect
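Forskolin analogue NKH 477 at EC10 stimulated CRE-driven beta-lactamase in CHO cells alongside compound dilution series. Beta-lactamase was measured with CCF4, excitation 405 nm, emission ratio 460/530 nm.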
TexasRed autofl: Texas Red region autofluorescence | max dye-equivalent concentration, M | hit rate 0.06% among 59,000 | Compound fluorescence, Texas Red channel, 547/618 nm; stronger effect = higher value; in the data active means max dye-equivalent concentration above about 10 nM; inconclusive means between about 1.1 nM and that limit
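Dye-equivalent concentrations come from scaling compound signal (ex 547, em 618 nm) to six Texas Red standard concentrations run on every plate, after 15 min room-temperature incubation in pH 8.0 Tris (100 mM).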
4MU fluor: 4-MU region autofluorescence. compound autofluorescence, 340/450 nm, 4-MU equivalents; stronger effect = higher value. max dye-equivalent concentration, M. hit rate 11% among 59,000. AID 589; in the data active means max dye-equivalent concentration above about 10 nM; inconclusive means mostly about 1.1 nM to 9.6 nM
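Intrinsic fluorescence at 340/450 nm (ex/em) was read after 15 min at room temperature in pH 8.0, 100 mM Tris. Each compound concentration expressed as 4-MU-equivalent concentration from a six-point 4-MU standard series on each plate.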
Hsp90 Hop PPI: changes Hsp90-Hop TPR2A binding signal, up or down; Potency, µM (titrated, usually from 57 µM), without a hit: at the top dose activity change, negative = inhibition; hit rate 0.44% among 71,000; AlphaScreen TPR2A-His6 binding biotin-Hsp90 C-terminal peptide; active means well fitted curve in either direction with a large enough effect; inconclusive means small, poorly fitted or top-dose-only effect, or another doubt; further: potency means the concentration at half of the fitted maximal effect; on the % scale 0 is the no-effect control and ±100 the full control effect; many of its hits are not listed in these tables
A350 fluor: A350 region autofluorescence; Compound autofluorescence, 340/450 nm, Alexa 350 dye-equivalents; stronger effect = higher value; max dye-equivalent concentration, M; hit rate 11% among 59,000; in the data active means max dye-equivalent concentration above about 10 nM; inconclusive means mostly about 1.1 nM to 9.6 nM
Luciferase inh: inhibitors of firefly luciferase; P08659; purified firefly luciferase, luminescence, 8 min; Potency, µM (titrated, usually from 57.1 µM), without a hit: top-dose activity change, negative = inhibition, most hits filed as inhibitors; hit rate 2.2% among 72,000; further: potency means the concentration at half of the fitted maximal effect; on the % scale 0 is the no-effect control and ±100 the full control effect; nearly all actives have a fitted effect of over 40% in size
Target sequence (P08659 whole entry, looked up): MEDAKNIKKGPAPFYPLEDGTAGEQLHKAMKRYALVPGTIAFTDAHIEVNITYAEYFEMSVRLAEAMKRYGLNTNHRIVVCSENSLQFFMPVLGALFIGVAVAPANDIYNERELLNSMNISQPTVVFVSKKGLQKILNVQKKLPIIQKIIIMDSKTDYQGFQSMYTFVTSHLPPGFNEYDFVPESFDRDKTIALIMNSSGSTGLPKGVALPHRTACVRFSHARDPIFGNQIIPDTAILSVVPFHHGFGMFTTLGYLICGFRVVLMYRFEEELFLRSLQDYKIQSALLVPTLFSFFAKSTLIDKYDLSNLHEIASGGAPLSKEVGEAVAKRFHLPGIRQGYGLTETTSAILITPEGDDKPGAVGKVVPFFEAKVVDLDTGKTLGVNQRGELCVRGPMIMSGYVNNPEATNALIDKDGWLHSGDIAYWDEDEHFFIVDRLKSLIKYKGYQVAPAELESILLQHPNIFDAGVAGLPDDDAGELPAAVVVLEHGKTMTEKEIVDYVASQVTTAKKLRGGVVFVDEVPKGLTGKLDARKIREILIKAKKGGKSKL
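qHTS concentration-response profiling: light output of P. pyralis luciferase with luciferin and 10 uM ATP, imidazole buffer pH 7.2. Read by luminescence after 8-min room-temperature incubation.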
* marks the source's active call; other numbers are inactive results; i = inactive; ? = inconclusive; · = not tested or not shown; [ ] = remark or other dose. Unless noted, the call rests on the fitted dose curve; in most records, active means well fitted curve in the direction sought with a large enough effect; inconclusive means small, poorly fitted or top-dose-only effect, or another doubt; inactive means no such curve, though single readings can be large; an effect the other way counts as inactive or inconclusive. Not all compounds are listed (hit frequency here may not be typical).

SMILES | Fluorescein autfl | HBB splicing | ERK AVP inh | UbGFP stabilizer | GFP derepression | CRE Fsk mod | TexasRed autofl | 4MU fluor | Hsp90 Hop PPI | A350 fluor | Luciferase inh
OC(CNCCc1ccc(Cl)cc1)COCc1ccco1 (stereo unspecified) | i | 0.0%[57.5 µM] | 6.2% | -2.4% | 1.2% | ? | i | i | -2.7% | i | 0.7%
CS(=O)(=O)C1=C(O)C(=O)N(CCCC(=O)O)C1c1ccccc1F (stereo unspecified) | ? | · | 8.2% | -3.3% | 0.0% | 1.6% | i | i | -0.7% | i | 0.4%
OCCNc1ncnc2ccc(Br)cc12 | ? | 1.7% | -13.2% | 2.0% | -2.3% | ? | i | i | -2.9% | ? | -0.2%
CS(=O)(=O)Nc1ccc(S(=O)(=O)NCCc2ccccc2)cc1 | ? | 1.2% | -14.5% | 5.1% | -2.0% | 8.8% | i | i | 0.8% | i | -1.9%
CC1C(=O)CC(c2ccccc2)N(C)C1c1ccccc1 (stereo unspecified) | · | 0.0% | 2.3% | -6.9% | · | 12.7% | · | · | -2.1%[2.3 µM] | · | 0.4%
COc1ccc(OC)c(NC(=O)c2[nH]c(C)c(C(C)=O)c2C)c1 | i | -2.5% | -29.6% | 1.1% | 0.0% | ? | i | i | -0.8% | i | -1.3%
O=C(NCCN1CCOCC1)C1CCC(=O)N1Cc1ccccc1Cl (stereo unspecified) | i | 0.1% | 14.4% | 3.6% | 1.8% | -3.1% | i | i | -1.3% | i | 1.2%
CCOC(=O)C1=C(N)Oc2cc(C)[nH]c(=O)c2C1c1ccncc1 (stereo unspecified) | i | 4.6%[0.369 µM] | 2.3% | · | -2.1% | -6.4% | ? | ? | -1.1% | ? | 2.8%
CC1CN(S(=O)(=O)c2ccccc2)CC(C)O1 (stereo unspecified) | i | -0.2% | -17.1% | -0.3% | -1.6% | 3.4% | i | i | -0.6% | i | 2.9%
Cc1ccc(C)c(-n2c(Cc3cc(=O)[nH]c(=O)[nH]3)nnc2SCC(=O)NCc2ccco2)c1 | ? | -2.2% | -18.7% | 7.8% | 0.0% | ? | i | i | -1.1% | i | 1.0%
c1cc2cn[nH]c2cc1NC1CCCCCC1 | · | 0.7%[9.22 µM] | ? | -15.0% | -1.6% | 0.4% | · | · | -9.3% | · | -7.3%
Cc1ccccc1-c1nnc(SCC(=O)Nc2ccc(Cl)cc2)n1N | i | 0.2%[1.84 µM] | 34.4%[activator] | -3.3% | -2.0% | ? | i | i | ? | i | 3.9%
COc1ccc(-c2noc(CCC(=O)NCc3cccnc3)n2)cc1 | i | 3.2%[0.369 µM] | -18.7% | · | -2.1% | -5.6% | i | i | ? | i | -4.6%
CC(C)C[C@H](N)C(=O)O | i | -2.9%[9.22 µM] | 5.5%[11.5 µM] | -0.5%[9.17 µM] | 3.4%[9.22 µM] | -9.8%[7.6 µM] | i | i | -4.2%[11 µM] | i | 2.1%[11.4 µM]
Cc1ccccc1CSc1nnc(-c2ccco2)n1Cc1ccco1 | i | -1.9%[57.5 µM] | -5.7% | -2.4% | 2.6% | 8.2% | i | i | -5.9% | i | 0.5%
O=C(O)c1cccn2c(=O)c3ccccc3nc12 | i | 0.2%[57.5 µM] | -22.6% | -3.0% | 1.2% | ? | i | 6.32e-08M* | -0.5% | 5.73e-08M* | 1.8%
Cc1cc(C)c(OCC(=O)Nc2cccc(NC(=O)c3ccco3)c2)c(Br)c1 | · | 0.7%[0.0738 µM] | ? | 6.7%[9.17 µM] | -1.6% | ? | · | · | -10.5%[11 µM] | · | -0.2%
CCCCn1c(CN(Cc2ccccc2)Cc2ccccc2)nc2c1c(=O)n(C)c(=O)n2C | ? | 0.4% | -5.2% | -0.1% | -2.6% | ? | i | i | -1.3% | i | -2.9%
Cc1c(C(=O)N2CCOCC2)oc2ccc(S(=O)(=O)N3CCCCCC3)cc12 | i | -0.5% | -28.7% | -0.2% | 0.0% | 17.2% | i | i | 2.3% | i | 0.7%
Nc1nc2ccccc2n1C(=O)CCc1ccccc1 | i | 0.1%[57.5 µM] | 5.3% | 3.8% | 2.7% | 15.3% | i | i | -3.6% | i | ?
O=c1c(-c2ccc(Cl)cc2)nc2cnc(Nc3ccccc3)nc2n1C[C@H]1CCCO1 | ? | 0.2% | -7.4% | -7.7% | -2.7%[9.22 µM] | ? | i | ? | -5.2% | ? | 0.7%[11.4 µM]
COc1cccc(C(=O)N2CCSC2=S)c1 | · | -0.4%[9.22 µM] | -5.2% | -7.0% | -1.9% | ? | · | · | -2.2% | · | 0.0%
c1ccc(CNc2nc(-c3ccc4c(c3)OCO4)nc3ccccc23)cc1 | i | -1.7% | 20µM* | -3.3% | -2.9%[9.22 µM] | 7.1% | i | i | 6.6% | i | 3.0%[2.29 µM]
CCCCCn1c(SCc2ccncc2)nc2cc(C(=O)NCc3ccco3)ccc2c1=O | i | 0.9%[0.369 µM] | -28.7% | · | -2.1% | ? | i | i | -0.7% | i | -2.2%
CN(C/C(O)=C(\C#N)c1ccccc1)C1CCCCC1 | i | -4.6% | 14.7% | -2.7% | 0.0% | ? | i | i | -2.9% | ? | 6.1%

Additional structures:
SMILES | Fluorescein autfl | HBB splicing | ERK AVP inh | UbGFP stabilizer | GFP derepression | CRE Fsk mod | TexasRed autofl | 4MU fluor | Hsp90 Hop PPI | A350 fluor | Luciferase inh
Cc1cc(=O)oc(C)c1C(=O)Nc1cnc2ccccc2c1 | ? | 0.4%[57.5 µM] | 6.3% | -1.8% | -2.2% | 4.7% | ? | ? | -1.0% | 1.17e-08M* | 1.0%
O=C(NCc1n[nH]c(=S)n1-c1ccccc1)c1ccco1 | i | -1.3% | 23.3% | -7.5% | -1.4% | ? | i | i | -4.0% | i | 1.4%
O=c1cnc2cnc(Oc3ccccc3)nc2n1C1CC1 | i | 0.9% | -19.6% | -4.0% | 0.0%[9.22 µM] | -3.8% | i | i | -6.1% | i | 0.5%[11.4 µM]
Cc1cc(C)n2nc(SC(C)C(=O)NCc3ccco3)nc2n1 (stereo unspecified) | i | -2.2% | 5.3% | -4.4% | 1.4% | -9.2% | ? | i | -2.4% | i | 0.6%
COCCn1c(=S)[nH]c2ccc(N(C)C)cc2c1=O | ? | 3.0%[0.369 µM] | -29.7% | 0.9% | 4.3% | ? | ? | 1.48e-08M* | -0.1% | 1.88e-08M* | -1.5%
CCOC(=O)c1c(C)c(C(=O)NC2CCCCC2)c(C)n1CC | i | -0.9% | -4.7% | 4.0% | 0.2% | 7.8% | i | i | -2.2% | i | -0.2%
CC(=O)Nc1cc(-c2ccccc2)ccc1O | ? | -0.2% | -7.9% | -3.6% | 0.3% | 4.5% | ? | i | -4.1% | i | 0.5%
O=C(CN1CCN(S(=O)(=O)/C=C/c2ccccc2)CC1)NC(=O)NCc1ccco1 | ? | 0.7% | -17.0% | 1.1% | -1.1% | -24.3% | i | i | -6.8% | i | -31.9%
C=CCn1c(SCC(=O)c2ccccc2)nnc1-c1ccc2c(c1)OCO2 | i | · | · | · | -2.2%[20.6 µM] | · | i | i | · | i | -0.5%[25.5 µM]
O=C1CCCc2c1cc(C(=O)NC1CCSC1=O)c(=O)n2-c1ccccc1 (stereo unspecified) | i | 0.6% | 31.2% | -7.4% | 2.4% | 5.2% | i | i | -1.4% | i | 0.6%
CCOc1ccc2c(c1)C(C)=CC(C)(C)N2 | ? | 0.7% | -16.3% | -6.2%[20.5 µM] | 6.8%[20.6 µM] | ? | i | 6.23e-07M* | -2.7% | 5.55e-07M* | -4.9%[25.5 µM]
O=C(O)c1cccc(S(=O)(=O)N2CCCC2)c1 | · | -3.6% | 34.7% | -15.8% | -3.1% | 6.3% | · | · | ? | · | 1.6%
Cc1cccc(N(C(=O)Cn2nnc3ccccc32)C(C(=O)NCc2ccco2)c2ccncc2)c1 (stereo unspecified) | i | 4.5% | -15.3% | 1.3% | 1.2% | -6.6% | i | i | -3.7% | i | 0.8%
CC(=C/C(=O)O)/C=C/c1cccs1 | i | 7.9%[0.369 µM] | -6.7% | 5.2% | 2.2% | -12.8% | i | i | -0.9% | ? | 3.5%
CCn1c(COc2ccccc2C)nnc1SCC(=O)Nc1cc(C)on1 | ? | · | 0.9% | -2.5% | -1.9% | -14.9% | i | i | -2.7% | i | -0.5%
COc1ccc(N(CC(=O)N2CCc3ccccc32)S(=O)(=O)c2c(C)noc2C)cc1 | ? | -3.4% | 21.1% | -5.2% | -2.4% | 32.6% | i | i | -5.0% | i | 1.4%
Cn1nc(C(=O)N2CCCC2)c2ccccc2c1=O | i | 0.6% | -16.4% | -0.6% | -2.0% | 4.0% | i | i | 2.3% | i | 2.1%
COc1cccc2cc(C(=O)NCC3CCCO3)c(=O)oc12 (stereo unspecified) | i | 0.0% | -13.6% | -2.5% | 0.0% | 9.1% | i | ? | -0.5% | ? | -0.1%

Screens (PubChem)
